Screens as filed in PubChem BioAssay.
Scp1 inh: blocks human Scp-1 phosphatase activity; inhibition, % at 20 µM; actives 0.88% (n = 340,000); Q9GZU7; Recombinant Scp1, phosphopeptide, malachite green phosphate absorbance;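 active means inhibition above about 50% at 20 µM, limit read from the data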;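 further: plate controls were DMSO wells with enzyme for no effect and wells lacking enzyme for full effect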
Target sequence (Q9GZU7 76-261 limits assumed): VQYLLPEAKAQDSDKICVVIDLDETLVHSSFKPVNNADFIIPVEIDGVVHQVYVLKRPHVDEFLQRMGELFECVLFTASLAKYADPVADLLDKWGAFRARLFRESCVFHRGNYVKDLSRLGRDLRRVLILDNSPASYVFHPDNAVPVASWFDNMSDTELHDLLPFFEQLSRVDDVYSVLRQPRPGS
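Assay system: SCP-1 catalytic fragment, aa 76-261 | Buffer or medium: Tris acetate buffer pH 5.5 with MgCl2 and Tween-20 | Compound: One concentration, 20 µM, with 1.0% DMSO | Also added: Phospho 17-mer peptide substrate | Signal: Absorbance at 630 nm | Incubation: 45 min enzyme reaction at room temperature | Measure: % inhibition of SCP-1 phosphate liberation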
DNMT1 block: DNMT1 (human) enzyme inhibition | P26358 | DNMT1 molecular beacon, Hinp1I cleavage, fluorescence | actives 0.83% (n = 360,000) | inhibition (reported as % activation of signal), % at 10 µM; in the data active means inhibition above about 50%
TbMetRS inhib: Trypanosoma brucei MetRS inhibition | purified T. brucei MetRS, ATP depletion, Kinase-Glo luminescence | inhibition, % at 11.9 µM | actives 0.4% (n = 360,000);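 active means inhibition above a per-plate cutoff of the control wells' mean inhibition plus 3 SD, cut at about 5.5% in these data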;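 further: 0% = DMSO wells median and 100% = median of wells with control inhibitor compound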
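Assay system: T. brucei methionyl-tRNA synthetase, purified | Medium: HEPES buffer with MgCl2, KCl, DTT, spermine, BSA, pyrophosphatase | Compound: 11.9 µM single point | Incubation: 15 min enzyme-compound preincubation, 2 h reaction, 10 min detection, 25 °C | Measured by: Kinase-Glo luciferase luminescence reporting remaining unconsumed ATP | Measure: % inhibition normalized to control-well medians | Replication: Singlicate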
STEP inh: blocks human striatal-enriched tyrosine phosphatase; actives 0.25% (n = 360,000); inhibition, % at 20 µM; recombinant STEP, OMFP fluorogenic substrate, fluorescence; P54829; AID 588621;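 active means inhibition at 20 µM, scaled per plate between control wells, above about 37%, limit read from the data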;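 further: 0% = DMSO with enzyme and substrate and 100% = substrate only without enzyme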
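material = STEP tyrosine phosphatase | reagent = fluorogenic phosphatase substrate OMFP at 25 µM final | doses = single compound dose of 20 µM, 1% DMSO final | schedule = 20 min reaction, room temperature, in the dark | measured by = fluorescence, 480/540 nm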
MsrA inh: inhibitors of bovine MsrA | purified bovine MsrA, absorbance read-out | inhibition, % at 15.5 µM | actives 0.75% (n = 360,000) | AID 651718; in the data active means inhibition above about 4.5%;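 further: 0% = vehicle wells with enzyme and 100% = reference inhibitor wells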
eLon inh: E. coli protease La inhibition | P0A9M0 | purified E. coli Lon protease, fluorescence polarization | inhibition, % at 7.94 µM | actives 0.42% (n = 360,000) | AID 602123; in the data active means inhibition above about 13%, passing the limit was not always enough;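 further: 0% = enzyme with probe and DMSO and 100% = no enzyme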
LMPTP block: blocks human LMPTP phosphatase; inhibition, % at 20 µM; P24666; recombinant LMPTP-A, OMFP fluorogenic substrate, fluorescence intensity; AID 651560; actives 0.22% (n = 360,000);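 active means compounds that cut the enzyme signal by at least half of the control window in the single-dose screen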;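 further: plate controls were DMSO wells with enzyme plus substrate for no effect and substrate without enzyme for full effect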
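Assay system: LMPTP-A phosphatase enzyme | Input: 0.625 nM enzyme | Also added: Fluorogenic phosphatase substrate OMFP at 400 µM final | Compound dosing: One test concentration per compound, 20 µM, with 3% DMSO overall | Schedule: 50 min enzyme reaction at room temperature, protected from light | Signal: Fluorescence intensity | Benchmarks: no-enzyme and uninhibited controls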
bovine MsrA act: activates bovine MsrA enzyme; activation, % at 10.6 µM; AID 602163; actives 0.3% (n = 360,000); purified bovine MsrA, absorbance read-out; in the data active means activation above about 7.5%;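 further: 0% = vehicle and 100% = reference activator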
SUMO1-SIM PPI: modulators of human SUMO1-mediated protein-protein interactions; SUMO1 binding to a labelled peptide, TR-FRET, 1 h; inhibition, % at 20 µM; actives 0.33% (n = 360,000); AID 602429; in the data active means inhibition above about 37%
CendR NRP1 mod: alters CendR peptide binding to human NRP-1; FAM-RPARPAR peptide binding to NRP-1, fluorescence polarization; inhibition, % at 25 µM; actives 0.85% (n = 360,000); O14786; AID 602438;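 active means inhibition or corrected inhibition above about 18%, plus a signal ratio from 0.5 to 1.5, limit read from the data, passing the limit was not always enough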; further: strong numbers were not always called active
Target sequence (O14786 whole entry, looked up): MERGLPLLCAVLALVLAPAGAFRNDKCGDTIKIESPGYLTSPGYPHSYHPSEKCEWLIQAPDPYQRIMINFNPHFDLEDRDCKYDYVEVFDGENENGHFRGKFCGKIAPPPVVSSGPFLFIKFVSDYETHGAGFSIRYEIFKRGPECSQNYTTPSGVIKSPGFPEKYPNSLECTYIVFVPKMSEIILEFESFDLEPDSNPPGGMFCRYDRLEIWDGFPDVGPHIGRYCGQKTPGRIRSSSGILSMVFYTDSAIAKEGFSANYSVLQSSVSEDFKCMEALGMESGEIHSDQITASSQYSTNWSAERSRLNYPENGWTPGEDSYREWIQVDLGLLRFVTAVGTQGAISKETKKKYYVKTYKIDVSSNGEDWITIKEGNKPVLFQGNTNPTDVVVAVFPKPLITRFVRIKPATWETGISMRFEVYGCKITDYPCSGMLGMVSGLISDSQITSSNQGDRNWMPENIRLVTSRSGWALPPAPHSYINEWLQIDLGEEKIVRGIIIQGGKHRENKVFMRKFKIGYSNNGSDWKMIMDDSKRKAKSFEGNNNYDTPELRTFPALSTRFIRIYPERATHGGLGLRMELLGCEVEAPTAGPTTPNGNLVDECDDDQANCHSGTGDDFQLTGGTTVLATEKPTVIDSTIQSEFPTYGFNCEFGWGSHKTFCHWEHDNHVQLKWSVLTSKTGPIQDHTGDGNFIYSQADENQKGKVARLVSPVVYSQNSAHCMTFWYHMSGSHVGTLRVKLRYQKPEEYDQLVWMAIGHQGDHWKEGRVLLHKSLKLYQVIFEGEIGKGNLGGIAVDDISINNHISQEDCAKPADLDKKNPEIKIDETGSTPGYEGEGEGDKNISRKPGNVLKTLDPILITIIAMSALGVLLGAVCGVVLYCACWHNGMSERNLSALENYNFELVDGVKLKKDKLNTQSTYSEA
* marks the source's active call; other numbers are inactive results; . = no result given.

SMILES | Scp1 inh | DNMT1 block | TbMetRS inhib | STEP inh | MsrA inh | eLon inh | LMPTP block | bovine MsrA act | SUMO1-SIM PPI | CendR NRP1 mod
Cc1ccc(S(=O)(=O)c2cc3c(=O)n4ccccc4nc3n(C)c2=N)cc1C | 0 | 0 | -0.2 | 0 | 0.2 | 0 | 2.8 | -4 | -9 | -5
CC1=C(C(=O)OCCCBr)C(c2ccc3c(c2)OCO3)NC(=O)N1 (centres undefined) | 6 | 8 | -1.0 | -4 | . | 2 | -0.8 | -11 | 3 | -16
CN=C1SC(CC(=O)Nc2sc3c(c2C#N)CCCC3)C(=O)N1C (centres undefined) | -7 | -6 | -0.7 | 1 | -1.6 | -7 | 0.5 | 1 | -3 | 8
CC(C)n1nc(C(=O)NNC(=O)c2ccc(OC(F)F)cc2)c2ccccc2c1=O | -2 | 5 | 0.3 | 2 | -0.5 | 0 | -1.0 | -2 | -1 | 14
COC(=O)CC1(CC(N)=O)SCCS1 | 2 | 9 | -0.5 | -4 | -0.5 | 4 | -1.3 | -6 | 1 | -4
COc1ccc(NC(=O)CN(C)C(=O)c2cc(-c3ccncc3)nc3ccccc23)cc1 | -8 | -4 | -0.6 | -2 | 1.7 | -7 | -11 | -5 | -58 | -11
CCN1C(=O)C(Cc2nc3ccccc3c(=O)n2C)c2ccccc21 (centres undefined) | -12 | -2 | -0.1 | -2 | 0.5 | 15 | 0.9 | -5 | -7 | 5
Cc1ccc(S(=O)(=O)NCC[C@@]2(C)C3CCC2(C)C(=O)C3)cc1 (some centres undefined) | -4 | 1 | -0.2 | -3 | 0.8 | 12 | -1.0 | -2 | 1 | -18
Cc1ccc2cc(-c3noc(C4CCCO4)n3)c(=O)[nH]c2c1 (centres undefined) | -3 | 2 | 0.0 | 3 | 0.2 | -9 | -2.0 | -3 | -7 | -4
Cc1n[nH]c(=O)c2c(NC(=O)CSc3ccc(Br)cc3)oc(C)c12 | 2 | -1 | -0.4 | -1 | -0.8 | 4 | -4.8 | -5 | -29 | -13
CCOc1ccccc1NC(=O)CSc1nc(N)c(C#N)cc1C#N | -2 | 1 | -0.6 | 2 | 1.1 | -20 | 0.2 | -3 | -3 | -29
Cc1cc(C)c(C)c(S(=O)(=O)Nc2cccc(S(=O)(=O)Nc3ccccc3C(=O)O)c2)c1C | -4 | -1 | 0.0 | -6 | 0.9 | 0 | -2.3 | -7 | 21 | -18
CCC(=O)Nc1ccc(NC(=O)c2ccc3ccccc3c2)cc1 | -12 | 2 | 0.0 | -1 | -1.3 | -3 | -3.1 | -1 | 3 | -8
CN1CCN(C2Cc3cc(F)ccc3Sc3ccc(Cl)cc32)CC1 (centres undefined) | -15 | 4 | 0.3 | 5 | -1.7 | -8 | -0.2 | 0 | -4 | 7
O=C1OC[C@H]2CCCN2C(=O)[C@@H](CC(=O)N(CCO)Cc2ccccc2)C/C=C\C[C@H]1Cc1ccc(F)cc1 | -20 | -3 | -0.3 | 4 | -1.2 | -2 | 0.2 | 3 | 3 | -1
O=S(=O)(c1ccccc1)N1CCC(O)(CSc2ccc(Cl)cc2)CC1 | -7 | -3 | -0.5 | 2 | 1.3 | -12 | 0.5 | -7 | 0 | -8
CC1(c2nnc(-c3ccncc3)o2)CC(c2cccnc2)=NO1 (centres undefined) | -2 | 1 | 0.9 | 1 | -0.2 | 9 | -2.0 | -4 | 0 | 2
O=C(CSCc1ccccc1)N1CCN(S(=O)(=O)c2ccc(F)cc2)CC1 | -2 | 3 | -0.4 | 0 | -0.9 | -1 | 0.2 | -2 | 10 | -2
OC(CNCc1ccccc1)(c1ccc(F)cc1)c1ccc(F)cc1 | -9 | 3 | -0.2 | -1 | -0.7 | 12 | 0.0 | -1 | 3 | -7
C#CCOCCOCCOCCNc1nc(N2CCN(C(=O)CCCCCCCCCCNC(=O)Cn3cc(C[C@@H](C)O)nn3)CC2)nc(N2CCN(C(=O)CCCCCCCCCCNC(=O)Cn3cc(C[C@@H](C)O)nn3)CC2)n1 | 11 | -37 | -0.1 | 1 | -0.4 | -6 | 0.4 | 0 | 10 | -14
CCN(CC)CCOC(=O)c1ccc(NC(=O)CCCN2C(=O)S/C(=C/c3ccc(OC)cc3)C2=S)cc1 | 1 | 10 | -0.4 | 4 | . | -1 | 2.3 | 0 | -79 | -3
Cc1ccc(-n2nnnc2SCC(=O)NC2CCCc3ccccc32)c(C)c1 (centres undefined) | -8 | -3 | -1.3 | 2 | -0.6 | -6 | 0.2 | -5 | -1 | -6
COc1ccc(N/C(N)=N/c2nc(C)c(Cc3ccccc3)c(=O)[nH]2)cc1 | 3 | -1 | -1.3 | 0 | -0.2 | 4 | -2.4 | -10 | 10 | 11
C/C(=N\NC(=O)CN1CCN(Cc2ccccc2)CC1)c1ccncc1 | -7 | 3 | 0.3 | -1 | 0.0 | 1 | -0.9 | 4 | 3 | -1
CCNC(=O)N(C)c1c(CC)nc2ccc(C(=O)N3CCN(S(=O)(=O)CC)CC3)cn12 | . | 53* | -0.2 | -2 | 0.7 | 5 | -2.5 | -1 | -5 | 0

In a second layout: entries from further up.
Order of results – Scp1 inh	DNMT1 block	TbMetRS inhib	STEP inh	MsrA inh	eLon inh	LMPTP block	bovine MsrA act	SUMO1-SIM PPI	CendR NRP1 mod
- CC1(c2nnc(-c3ccncc3)o2)CC(c2cccnc2)=NO1 (centres undefined)
    -2	1	0.9	1	-0.2	9	-2.0	-4	0	2
- O=C(CSCc1ccccc1)N1CCN(S(=O)(=O)c2ccc(F)cc2)CC1
    -2	3	-0.4	0	-0.9	-1	0.2	-2	10	-2

Later entries.
SMILES | Scp1 inh | DNMT1 block | TbMetRS inhib | STEP inh | MsrA inh | eLon inh | LMPTP block | bovine MsrA act | SUMO1-SIM PPI | CendR NRP1 mod
COc1ccc(NC(=O)C2CCN(C(=O)Cc3ccccc3)CC2)cc1OC | 6 | 3 | -1.2 | 0 | 0.3 | 7 | -1.5 | -9 | -2 | 2
COCCNC(=S)N1CCN(S(C)(=O)=O)CC1 | -1 | -1 | -0.8 | 3 | 1.5 | 4 | -0.7 | 0 | -4 | 9
CCN(CC)CCNC(=O)COc1ccc(Cl)cc1Cl | -5 | 4 | 1.5 | -4 | 0.8 | -10 | -5.6 | -9 | -7 | -2
C=CCn1c(C(CCCC)CC(C)O)n[nH]c1=S (centres undefined) | -1 | 0 | -0.8 | -1 | 1.0 | 3 | -0.1 | -3 | 2 | -9
Cn1/c(=N\NC(=O)c2ccccc2Cl)sc2ccccc21 | -5 | -2 | -0.8 | 0 | 2.4 | -2 | 1.7 | -6 | 5 | -8
Fc1ccc(-n2c(Cc3ccccc3)nnc2SCc2nc(-c3cccs3)no2)cc1 | 2 | -1 | 0.1 | 1 | 0.1 | -4 | 1.2 | -1 | 0 | 4
Cc1ccc(NC(=O)/C(C#N)=C/c2ccccc2C(F)(F)F)cc1 | -4 | -1 | -0.7 | 3 | -0.9 | 1 | -0.3 | -5 | 3 | -6
O=C(/C=C/c1c(Cl)nc2ccccn12)N1CCN(c2ccc(F)cc2)CC1 | -3 | 3 | -0.3 | 3 | 2.5 | 2 | 0.2 | -4 | -4 | -1
Cn1c(=O)c2cc(S(=O)(=O)NCCC(=O)NCc3ccccc3Cl)ccc2n(C)c1=O | 3 | 0 | -0.2 | -2 | 1.0 | 5 | -0.1 | 0 | 0 | -6
Cc1ccccc1-c1nc(CN2CCC(C(=O)NCCCN3CCCC3)CC2)c(C)o1 | -8 | -4 | -0.7 | -3 | -1.0 | 6 | -3.6 | -6 | -1 | -1
CCS(=O)(=O)c1ccc(C=NNc2nc3ccccc3o2)cc1 | -8 | 1 | -0.3 | 0 | 4.1 | 1 | -1.6 | -4 | -27 | 18*
N#CC(c1ccccc1)c1ccc([N+](=O)[O-])cc1 (centres undefined) | . | -2 | 0.1 | 1 | 0.5 | -2 | 0.0 | -2 | -30 | 14
CCOc1ccc(CCNS(=O)(=O)c2c(C)n[nH]c2C)cc1OCC | -12 | -5 | -0.9 | 1 | -1.1 | -2 | -1.2 | -4 | 0 | -1
CC(=O)Nc1ccc(NC(=O)CCC(=O)OCC(=O)c2cccc([N+](=O)[O-])c2)cc1 | 0 | -2 | 0.0 | 2 | -1.2 | -6 | 0.4 | -3 | -16 | 12
O=C(O)CCN1C(=O)c2ccc(NC(=O)COc3ccccc3)cc2C1=O | -4 | -2 | -0.3 | -1 | 1.7 | -3 | -0.8 | -5 | -18 | -8
NC(=O)CC(NC(=O)c1ccc(Cl)cc1)C(=O)NCCc1ccc(S(N)(=O)=O)cc1 (centres undefined) | -5 | -1 | -0.3 | -2 | 0.8 | 2 | 21 | -3 | 5 | -2
Cc1nnc(NC(=O)CCS(=O)(=O)Cc2ccccc2)s1 | -4 | 2 | -0.1 | 5 | -1.0 | -7 | -0.4 | -3 | -4 | 2
O=C(Cn1ccc(=O)[nH]c1=O)Nc1ccc(O)c([N+](=O)[O-])c1 | 34 | 12 | 0.0 | 0 | 0.8 | -4 | -5.1 | -11 | -19 | 12
COc1ccc(CNC(=O)C2(C)Cc3c(-c4ccccc4)ccnc3O2)cc1OC (centres undefined) | . | 2 | -0.2 | 0 | -0.7 | -5 | -0.6 | -4 | 4 | 3
CC1CN(C(=O)c2ccc(CNS(=O)(=O)c3cccc(C(F)(F)F)c3)cc2)CC(C)O1 (centres undefined) | 20 | -4 | -0.2 | 1 | -1.2 | -1 | -0.7 | -10 | -1 | -5
CN1CCN(CC(=O)Nc2ccc(OC(F)(F)F)cc2)CC1 | -6 | -1 | -0.7 | -2 | 0.7 | -4 | -4.1 | 0 | 4 | 7
NS(=O)(=O)c1ccc(NC2=CC(=O)C(=O)c3ccccc32)cc1 | -5 | 36 | 0.5 | 20 | 0.7 | 2 | 8.3 | 3 | 4 | 31*
O=C1c2ccccc2C(=O)C1c1ccc(O)cc1 | -10 | -4 | -0.3 | -3 | 4.9* | -14 | -1.0 | -5 | -12 | 8
CC(C)(C)C(=O)COC(=O)c1cc(-c2cccnc2)nc2ccccc12 | -3 | 3 | -0.1 | -2 | 1.6 | 14 | 0.4 | -2 | -16 | -4
CN(c1ccccc1)S(=O)(=O)c1cc(C(=O)N2CCN(c3ncccn3)CC2)ccc1Cl | 0 | 0 | -0.6 | 0 | -1.1 | 8 | 1.1 | -9 | 1 | 2
COc1ccccc1C(=O)Nc1ccc2ccccc2c1 | -13 | 0 | -0.2 | 0 | -0.2 | 4 | 0.0 | 3 | 2 | -12
Cc1ccc(-n2nc3c(=O)n(CCCC(=O)NCc4ccccc4Cl)nc(C)c3c2C)cc1 | -7 | 0 | 0.2 | 2 | -0.3 | -7 | -0.2 | 0 | 5 | 9
O=C(OCCN1CCOCC1)c1ccc(OCCN2CCOCC2)cc1 | -2 | 4 | -1.4 | 0 | 0.1 | 2 | -1.9 | -11 | -4 | -3

Random draw from the library; about 4.3% have a hit in one of these screens.
